Screening data deposited in PubChem BioAssay by several laboratories.
Yp Topo-I inh = Y. pestis Topo-I inhibition via cleavage products; Y. pestis Topo-I cleavage product accumulation, plate reader; activity, % at 10 µM; 0.064% of 360,000 active; in the data active = activity above about 50%, passing the limit was not always enough; also: inactives centre near 2
SSB-PriA inh = blocks PriA binding to SSB C-terminal tail; AlphaScreen SSBct-PriA binding, biotinylated peptide; inhibition, % at 33 µM; 0.6% of 430,000 active; AID 1272365; in the data active = inhibition mostly above about 37%, no sharp cut-off; inactive = mostly below about 20%;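 also: plate controls were negative control peptide for no effect and reference peptide for full effect; strong numbers were not always called active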
PfHsp40 rescue = rescue of PfHsp40-mediated yeast toxicity. S. cerevisiae expressing PfHsp40, growth rescue, ATP luminescence. growth rescue, % at 12.5 µM. 0.68% of 340,000 active; in the data active = growth rescue above about 28%, passing the limit was not always enough;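 also: yeast W303a lacking pdr1 and pdr3 grown in galactose medium; growth measured after three days at 30 °C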
CCHF vOTU inh = CCHFV vOTU protease inhibition. Pep-AMC fluorescence. inhibition, % at 11.5 µM. 0.55% of 370,000 active; in the data active = inhibition above about 30%; also: 0% = vehicle wells with enzyme and 100% = no enzyme wells
BoNT-A LC inh2 = blocks Botulinum neurotoxin A light chain protease; multiplex microsphere protease substrate cleavage, flow cytometry; inhibition, % at 10 µM; 0.17% of 360,000 active; AID 588499; also: plate controls were buffer without enzyme for full effect and enzyme alone for no effect
TcdB inh = TcdB glycohydrolase inhibition; 0.24% of 350,000 active; inhibition, % at 9.99 µM; TcdB glycohydrolase enzymatic assay, plate reader; AID 652162; in the data active = inhibition above about 10%
3CLpro inhibitor = SARS-CoV 3CLpro protease inhibition; recombinant SARS-CoV 3CLpro, quenched FRET peptide cleavage; 0.14% of 290,000 active; AID 1706; inhibition, % at 6 µM; in the data active = inhibition above about 12%
BH1578 lux ind = induces V. cholerae light production without autoinducers | V. cholerae BH1578 lux reporter, luminescence, 6 h | activation, % at 18.7 µM | 0.16% of 350,000 active; in the data active = activation mostly above about 9.7%, no sharp cut-off; also: not every result past the cut was called active; inactives centre near 0; reference of the scale not given here
DUSP3 inh = blocks human VHR1 dual specificity phosphatase. P51452. inhibition, % at 13.3 µM. recombinant VHR phosphatase, pNPP absorbance. 0.52% of 290,000 active. AID 1654; in the data active = inhibition above about 50%; also: some compounds called inactive have numbers as strong as hits
Target sequence (P51452 whole entry, looked up): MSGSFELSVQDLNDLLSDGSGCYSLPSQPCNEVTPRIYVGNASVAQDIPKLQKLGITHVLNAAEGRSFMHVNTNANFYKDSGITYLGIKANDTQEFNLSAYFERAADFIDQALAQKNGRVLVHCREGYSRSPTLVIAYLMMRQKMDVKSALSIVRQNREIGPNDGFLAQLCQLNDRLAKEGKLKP
Anthrax LF inh2 = anthrax lethal factor protease inhibition; P15917; multiplex microsphere protease cleavage assay, LF; inhibition, % at 10 µM; 0.12% of 360,000 active; AID 588501; also: plate controls were buffer without enzyme for full effect and enzyme alone for no effect
Target sequence (P15917 whole entry, looked up): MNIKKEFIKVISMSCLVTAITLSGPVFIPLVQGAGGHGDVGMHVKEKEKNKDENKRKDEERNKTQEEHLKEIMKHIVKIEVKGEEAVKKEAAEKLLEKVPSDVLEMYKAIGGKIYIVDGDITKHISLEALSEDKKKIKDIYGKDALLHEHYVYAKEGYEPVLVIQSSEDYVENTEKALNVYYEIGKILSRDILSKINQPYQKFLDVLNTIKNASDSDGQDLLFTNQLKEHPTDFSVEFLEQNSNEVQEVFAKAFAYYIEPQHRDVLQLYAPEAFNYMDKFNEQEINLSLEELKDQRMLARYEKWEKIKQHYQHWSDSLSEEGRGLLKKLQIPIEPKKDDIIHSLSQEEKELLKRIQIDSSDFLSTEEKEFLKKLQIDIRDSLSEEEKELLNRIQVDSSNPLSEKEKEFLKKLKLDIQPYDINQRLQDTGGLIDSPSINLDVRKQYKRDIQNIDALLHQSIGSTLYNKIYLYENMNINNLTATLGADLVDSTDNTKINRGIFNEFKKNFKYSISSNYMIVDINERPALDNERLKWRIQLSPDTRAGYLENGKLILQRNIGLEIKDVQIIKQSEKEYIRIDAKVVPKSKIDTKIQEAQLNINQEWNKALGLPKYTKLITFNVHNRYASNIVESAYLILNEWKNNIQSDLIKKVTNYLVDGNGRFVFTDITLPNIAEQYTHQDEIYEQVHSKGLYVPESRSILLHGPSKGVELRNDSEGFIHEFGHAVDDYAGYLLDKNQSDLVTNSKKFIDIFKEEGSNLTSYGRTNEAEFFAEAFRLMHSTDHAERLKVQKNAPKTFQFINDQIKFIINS
* marks the source's active call; other numbers are inactive results; i = inactive; · = no result given; & = joins results of further samples. Rule as the data show it, unless noted: active = inhibition above about 30%; inconclusive = no clear call, values can overlap the other calls; inactive = below that. A portion of the library, so the mix of outcomes need not match the whole.

SMILES	Yp Topo-I inh	SSB-PriA inh	PfHsp40 rescue	CCHF vOTU inh	BoNT-A LC inh2	TcdB inh	3CLpro inhibitor	BH1578 lux ind	DUSP3 inh	Anthrax LF inh2
Cc1cccc(NS(=O)(=O)c2ccc3c(c2)oc(=O)n3C)c1C	4	-2	-1.3	-3	·	0.3	0	-0.3	-3	·
CCCc1cc(=O)[nH]c(SCc2nc3ccccc3o2)n1	-7	5	0.3	1	0.7	1.7	0	-0.2	26	4
CCOC(=O)N/N=C/c1cc(C)n(-c2cccc3ccccc23)c1C	17	·	-2.2	1	-0.4	0.8	3	-0.5	-4	-2
O=C(c1ccc(Cl)cc1)c1cc([N+](=O)[O-])ccc1N1CCOCC1	19	9	-0.6	10	0.7	-0.4	-1	-0.3	17	0
NNC(=O)c1cccc(COc2ccc3c(c2)CCC3)c1	19	-8	-0.7	2	-0.2	·	3	-0.3	9	-2
C/C(=N\NC(=O)CNC(=O)c1ccncc1)c1ccc(C)cc1	12	·	1.0	-5	3.0	-1.1	-1	-0.5	8	4
O=C(c1ccccc1)N1CCN(S(=O)(=O)N2CCCCCC2)CC1	-2	-13&-14	-0.6	3	-0.5	1.3	-10	-0.4	1	-4
CN(Cc1ccccc1)C(=O)c1[nH]c(C(F)(F)F)nc1-c1ccccc1	·	·	·	-2	0.8	-1.2	·	·	·	4
COc1cc(NC(=O)c2ccc(-c3ccc(Br)cc3)o2)ccc1NC(=O)C(C)C	-13	-16	-0.8	4	-0.1	·	-1	0.3	-23	0
COc1cccc(C(=O)Nc2ccc(N3CCCC3)cc2)c1	-11	39	-1.3	5	0.5	·	7	i	18	-10
CC(C)Oc1ccc(C(=O)NC2(C(F)(F)F)NC(=O)N(CCCc3ccccc3)C2=O)cc1 (stereo not given)	-13	-1	14	27	-1.3	0.8	5	-0.4	-2	-1
O=C(CSCc1cccc(CSCC(=O)Nc2ccccc2)n1)Nc1ccccc1	14	9	0.0	-4	0.6	·	-8	-0.5	17	-3
Cc1ccc(S(=O)(=O)N2CCN(C(=O)Cn3cnc4c3c(=O)n(C)c(=O)n4C)CC2)cc1C	2	8	-0.4	-2	0.8	-0.6	·	-2.0	·	-1
O=C1CCN(Cc2cccnc2)CCN1[C@H](CO)Cc1ccccc1	-2	-14	-1.3	10	0.0	1.4	2	i	1	8
COC(=O)CCCCCN1C(=O)NC(c2ccccc2)C(C(=O)OCc2ccccc2)=C1C (stereo not given)	45	-4	3.6	9	-0.2	2.7	0	-0.2	12	-1
O=C(O)c1ccnc(Cl)c1	-8	-13	0.2	0	-0.6	·	0	i	24	-1
Cc1cc(C(=O)Oc2ccccc2C(=O)O)c(C)o1	9	-3	-0.8	7	0.4	·	5	i	15	2
Fc1ccccc1CSc1ncn[nH]1	1	-3	-0.5	-5	-1.0	·	3	i	27	0
O=C(NCCc1nccs1)C1CCC(=O)N(Cc2cccc(C(F)(F)F)c2)C1 (stereo not given)	8	-11	-0.4	6	0.0	-6.6	-2	-0.6	15	3
O=[N+]([O-])c1ccccc1NCc1c(O)ccc2ccccc12	-11	3	-1.2	-15	0.2	1.2	0	-0.7	12	-9
CN(c1ccc(C(=O)N2CCOCC2)cc1[N+](=O)[O-])C1CCCCC1	9	9	4.5	-5	-0.2	·	2	i	-9	-1
O=C(COC(=O)COc1ccccc1)Nc1ccc2c(c1)OCCO2	6	-8	-0.6	3	-0.1	-3.1	·	0.8	·	-8
COC(=O)c1cc(CNC(=O)c2ccc(O)c(Cl)c2)ccc1OC	-6	-2	-0.8	-8	0.4	-2.7	3	-0.2	-7	1
CCCC(=O)N1CCN(c2ccc(NC(=O)c3ccco3)cc2)CC1	-7	-12	-0.9	-1	-0.1	·	3	-0.3	29	-4
O=C(C[n+]1ccccc1)Nc1cc(C(F)(F)F)ccc1Cl	1	0	0.1	13	-0.3	·	1	-0.2	-2	-4

Next part:
SMILES	Yp Topo-I inh	SSB-PriA inh	PfHsp40 rescue	CCHF vOTU inh	BoNT-A LC inh2	TcdB inh	3CLpro inhibitor	BH1578 lux ind	DUSP3 inh	Anthrax LF inh2
CCc1c(C)c2ccc(OC3CCCCC3=O)cc2oc1=O (stereo not given)	8	-1	-0.8	-29	-1.9	1.1	2	i	10	-6
CCn1cc(C(=O)NCc2ccc(C)o2)c2cc(OC)c(OC)cc2c1=O	2	-6	0.8	11	-0.8	·	-2	i	8	-2
CC(C)(C)C(=O)Nc1sc2c(c1C(=O)Nc1ccccn1)CCCC2	-7	-12	0.6	-14	4.5	0.8	-1	i	29	10
Cc1ccc(C(O)(CCN2CCCCC2)c2ccccc2)cc1 (stereo not given)	5	-5	-0.4	-1	-4.0	0.7	-4	1.2	16	-2
CC1(C)CC2(CCO1)C(Nc1ccccc1)=NC(=S)N2CC(N)=O (stereo not given)	0	-6	9.7	3	0.3	1.1	0	-0.3	10	2
O=C(OCc1cncs1)c1cccs1	9	3	-0.6	-11	-0.8	1.0	-3	1.5	1	-5
CCO[C@H]1OC(C(=O)N2CCN(Cc3ccc4c(c3)OCO4)CC2)=C[C@@H](c2csc3ccccc23)[C@@H]1CCCO	23	7	-1.0	-5	0.0	-0.5&0.9	-2	-10	16	-4
O=C(CSc1nc(=O)n(CCCN2CCOCC2)c2c1CCCC2)Nc1ccc(F)cc1F	8	-12	-0.3	-2	·	0.7	·	-0.3	·	·
CCCC(=O)NC(=S)Nc1ccc(NC(=O)c2cccs2)cc1	3	8	-0.7	-10	-0.9	·	4	i	-8	0
O=C(N/C(=C/c1cccnc1)C(=O)N1CCCCCC1)c1cccc(Br)c1	16	5	0.2	16	-2.3	0.5	3	·	5	1
COc1ccc(NC(=O)CNS(=O)(=O)c2ccccc2)cc1Cl	3	-2	-0.1	3	-1.1	-0.1	4	i	2	-3
O=C1C=C(c2cccc(Cl)c2O)C[C@@H](c2ccc3c(c2)OCO3)C1	-3	8	-0.1	17	-0.5	-0.3	·	1.5	·	-7
CCOC(=O)c1c(S(=O)(=O)NCC2CCN(CCc3cccs3)CC2)c(C)n(C)c1C	13	15	0.7	2	-1.5	1.7	4	-2.6	11	0
CC(C)N1C(=S)N(Cc2ccco2)C(=O)C1CC(=O)Nc1ccccc1 (stereo not given)	3	-2	0.0	-3	-0.3	0.5	2	-0.4	2	-2
CCOc1ccccc1C(=O)NC(C(=O)N(C)Cc1ccc2c(c1)OCO2)C(C)C (stereo not given)	7	0	1.2	6	0.6	0.8	·	0.7	·	-7
CC(=O)Nc1ccc(S(=O)(=O)NC2CC2)cc1	-3	2	-0.7	15	-1.0	1.3	1	0.3	10	8
O=C(Nc1ccc([N+](=O)[O-])cc1)N1CCN(C(=O)C2CCCO2)CC1 (stereo not given)	3	13	0.5	14	0.2	1.9	2	i	16	-2
CN(C(=O)CSc1nnc(-c2ccccc2)o1)c1c(N)n(Cc2ccccc2)c(=O)[nH]c1=O	10	-2	0.1	-5	0.5	1.5	1	-0.4	2	7
c1ccc(-c2nnc(-c3ccccc3)o2)cc1	0	-22	-0.4	10	-0.3	·	0	i	27	-2
CN(CCCN1CCOCC1)C(=O)c1cc(COc2cccc(C(F)(F)F)c2)on1	12	-16	-1.3	1	0.3	1.3	5	-0.4	2	0
O=C(N/N=C/c1ccccn1)c1ccc(NC(=O)c2ccc(F)cc2)cc1	7	·	-1.2	17	-1.5	3.1	-4	-0.3	-8	0
CSC1=NCCN1C(=O)COc1ccccc1	2	-7&-11	-1.0	-2	-0.6	2.5	-4	-0.3	27	-11
CCOc1ccc(/C=C/C(O)=C2/C(=O)NC3(C)CC2c2ccccc2O3)cc1OC (stereo not given)	12	10	6.6	-8	0.0	1.2	4	i	21	4
O=C(CSc1nnc(-c2ccc(O)cc2)o1)Nc1cccc(O)c1	-12	-1	0.3	0	-0.7	1.5	5	-0.2	16	-1
COc1ccc(-c2cc(=O)oc3cc(OCC(=O)NCC(O)c4ccccc4)ccc23)cc1 (stereo not given)	-3	-15	-2.1	-6	0.6	1.1	4	-0.4	0	-5

Record cards (already shown). Screens in order: Yp Topo-I inh	SSB-PriA inh	PfHsp40 rescue	CCHF vOTU inh	BoNT-A LC inh2	TcdB inh	3CLpro inhibitor	BH1578 lux ind	DUSP3 inh	Anthrax LF inh2
Entry for CC1(C)CC2(CCO1)C(Nc1ccccc1)=NC(=S)N2CC(N)=O (stereo not given) = 0	-6	9.7	3	0.3	1.1	0	-0.3	10	2
Entry for CC(=O)Nc1ccc(S(=O)(=O)NC2CC2)cc1 = -3	2	-0.7	15	-1.0	1.3	1	0.3	10	8
Entry for COc1ccc(-c2cc(=O)oc3cc(OCC(=O)NCC(O)c4ccccc4)ccc23)cc1 (stereo not given) = -3	-15	-2.1	-6	0.6	1.1	4	-0.4	0	-5
Entry for CSC1=NCCN1C(=O)COc1ccccc1 = 2	-7&-11	-1.0	-2	-0.6	2.5	-4	-0.3	27	-11
Entry for CCOc1ccccc1C(=O)NC(C(=O)N(C)Cc1ccc2c(c1)OCO2)C(C)C (stereo not given) = 7	0	1.2	6	0.6	0.8	·	0.7	·	-7

Continued:
SMILES	Yp Topo-I inh	SSB-PriA inh	PfHsp40 rescue	CCHF vOTU inh	BoNT-A LC inh2	TcdB inh	3CLpro inhibitor	BH1578 lux ind	DUSP3 inh	Anthrax LF inh2
Cc1ccc(N2C(=O)Nc3ccc(Br)cc3C2(O)C(=O)NCCN(C)C)cc1C (stereo not given)	4	-3	-0.2	0	0.6	0.7	-4	-0.5	14	5
C=CCN1c2ccccc2C(=O)CS1(=O)=O	2	-12	-0.4	-4	0.4	1.3	·	-0.6	·	2
CCC(=O)c1ccc(OCCSc2ncccn2)cc1	-1	-20	0.9	-3	·	·	3	i	10	·
O=C(CCc1ccccc1)NNC(=O)c1ccncc1	-8	-6	-3.0	-4	-0.5	0.6	·	5.9	·	4
Cc1cc(NC(=O)c2c(F)cccc2Cl)no1	-5	7	4.5	7	-0.1	0.9	6	i	10	2
O=C(CC12CC3CC(CC(C3)C1)C2)NC(=S)NCc1ccco1	1	-15	11	11	-1.1	0.3	4	i	-3	-6
CNC[C@H]1Oc2cc(Br)ccc2S(=O)(=O)N([C@@H](C)CO)C[C@H]1C	·	·	·	16	-1.0	1.0&2.0&-12	·	·	·	-6
Cn1ncc2c(NNC(=O)Cc3cccc4ccccc34)ncnc21	-1	-7&-5	-0.6	-8	-0.3	·	5	-2.4	3	1
O=[N+]([O-])c1ccc(S(=O)(=O)Nc2ccc(-c3ccccc3)cc2)cc1	6	·	·	16	-1.0	1.0	·	-2.2	·	-3
CCCCCCc1cc2cc(S(=O)(=O)c3ccc(Cl)cc3)c(=O)oc2cc1O	-1	0	0.5	-11	-1.2	0.9	0	-0.4	4	-2
CCOC(=O)C1(C)CCCN(C(=O)c2ccc(OC)cc2)C1 (stereo not given)	1	·	·	5	-0.4	-0.1	·	i	·	-6

Ordered by heavy-atom count (descending): 4 of the compounds above
SMILES	Yp Topo-I inh	SSB-PriA inh	PfHsp40 rescue	CCHF vOTU inh	BoNT-A LC inh2	TcdB inh	3CLpro inhibitor	BH1578 lux ind	DUSP3 inh	Anthrax LF inh2
CCCCCCc1cc2cc(S(=O)(=O)c3ccc(Cl)cc3)c(=O)oc2cc1O	-1	0	0.5	-11	-1.2	0.9	0	-0.4	4	-2
O=[N+]([O-])c1ccc(S(=O)(=O)Nc2ccc(-c3ccccc3)cc2)cc1	6	·	·	16	-1.0	1.0	·	-2.2	·	-3
CNC[C@H]1Oc2cc(Br)ccc2S(=O)(=O)N([C@@H](C)CO)C[C@H]1C	·	·	·	16	-1.0	1.0&2.0&-12	·	·	·	-6
O=C(CCc1ccccc1)NNC(=O)c1ccncc1	-8	-6	-3.0	-4	-0.5	0.6	·	5.9	·	4
